Compound activity: PubChem, several laboratories
E coli WT exp – E. coli BW25113 growth inhibition, expanded screen; OD600 absorbance; growth inhibition, % at 100 µM; actives 0.15% (n = 98,000); AID 710;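 active means growth inhibition above about 50% at one test dose, limit read from the data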;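 further: growth measured after 20 h incubation at 37 °C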
DAT uptake mod – changed human dopamine transporter uptake under cocaine IC80. Q01959. LLC-PK1 hDAT cells, [14C]-dopamine uptake with cocaine IC80; actives deviate in either direction. B-score at 10 µM. actives 1.3% (n = 110,000);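 active means Z score or B-score, a plate-position-corrected score, falls beyond the plate's 99.7% confidence bounds, in either direction; inactive means both scores lie inside the 99.7% bounds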;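 further: scored against the spread of the other compound wells on the same plate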
Target sequence (Q01959 whole entry, looked up): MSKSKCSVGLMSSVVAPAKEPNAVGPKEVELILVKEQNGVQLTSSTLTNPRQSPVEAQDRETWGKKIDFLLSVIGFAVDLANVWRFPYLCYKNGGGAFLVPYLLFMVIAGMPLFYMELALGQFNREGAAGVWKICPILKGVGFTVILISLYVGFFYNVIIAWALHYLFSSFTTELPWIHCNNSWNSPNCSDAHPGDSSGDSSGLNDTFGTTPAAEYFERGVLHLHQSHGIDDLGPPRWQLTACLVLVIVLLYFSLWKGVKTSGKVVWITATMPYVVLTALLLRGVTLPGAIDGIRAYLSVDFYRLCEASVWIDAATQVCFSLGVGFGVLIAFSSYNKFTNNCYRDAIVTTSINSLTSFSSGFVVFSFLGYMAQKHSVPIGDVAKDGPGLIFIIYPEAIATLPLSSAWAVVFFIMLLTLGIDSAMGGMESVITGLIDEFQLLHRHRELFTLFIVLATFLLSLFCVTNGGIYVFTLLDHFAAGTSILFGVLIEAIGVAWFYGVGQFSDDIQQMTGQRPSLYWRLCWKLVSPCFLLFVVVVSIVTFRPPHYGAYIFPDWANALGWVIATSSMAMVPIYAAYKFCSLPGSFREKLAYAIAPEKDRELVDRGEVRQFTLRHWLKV
* marks the source's active call; other numbers are inactive results; & = joins results of further samples. Some of the compounds tested; count on the stated rates, not on these rows.

SMILES	E coli WT exp	DAT uptake mod
COCCn1c(SCC(N)=O)nc2c(c1=O)SC(C)C2 (stereo not drawn)	6	0.46
CCCCN(c1ccccc1)c1ncnc2nc[nH]c12	5	0.68
O=C(NCc1ccc(F)cc1)c1noc2c1CCCCC2	-6	0.25
O=C1c2ccccc2C(Nc2cccnc2)N1Cc1ccc2c(c1)OCO2 (stereo not drawn)	5	1.7
COCCCNC(=O)CCCn1c(=O)c2ccccc2n(CC(=O)Nc2c(C)cccc2C)c1=O	1	0.38
CCCn1nc(C(=O)Nc2cccc(C(=O)OC)c2)c2ccccc2c1=O	-7	1.1
CCOC(=O)C1=C(CSc2nc(-c3ccncc3)ccc2C#N)OC(N)=C(C#N)C1c1cccnc1 (stereo not drawn)	13	0.22
O=C(O)C1CCCN(C(=O)NCc2ccccc2)C1 (stereo not drawn)	2	-0.84
O=C(NC1CCCc2ccccc21)C1CCC(CNc2c(N3CCOCC3)c(=O)c2=O)CC1 (stereo not drawn)	-10	-1
COc1ccc(CCNC(=O)C2CCC(CNc3c(N4CCCC4)c(=O)c3=O)CC2)cc1OC (stereo not drawn)	-4	-1.4
O=c1[nH]nc(Cc2ccccn2)c2ccccc12	-4	-0.044
CCNC(=O)NC(=O)COc1ccccc1C#N	14	0.83
c1ccc(CSc2nnc(-c3ccco3)c(-c3ccco3)n2)cc1	4	0.43
CSc1nc2ccc(NS(=O)(=O)c3ccc4c(c3)OCCO4)cc2s1	-10	0.29
c1ccc(-n2cnnc2SCc2cn3ccccc3n2)cc1	7	-0.23
Cc1ccc(S(=O)(=O)N2CCC(C(=O)O)CC2)cc1C(=O)O	-7	-0.49
Cc1nc2ccccn2c1/C(O)=C1\C(=O)C(=O)N(CCN2CCOCC2)C1c1cccs1 (stereo not drawn)	-4	0.14
Cc1nc(N2CCCC2)c2nnn(Cc3ccccc3Cl)c2n1	3	0.26
CCCCn1nc(CC(=O)O)c2ccccc2c1=O	-15	-0.019
Cc1onc(-c2c(Cl)cccc2Cl)c1C(N)=O	-1	-0.12
O=C(Nc1ccccc1Cl)c1cnccn1	3	-0.052
CN1CCN(c2nc(NCCOC34CC5CC(CC(C5)C3)C4)nc(OCC(F)(F)F)n2)CC1	5	0.58
COc1ccc(OC)c(Nc2nc(-c3ccc(O)c(O)c3)cs2)c1	12	2
CCOc1c(OC)cccc1C1CC(=O)Nc2cc3c(cc21)OCCO3 (stereo not drawn)	-11	-0.09
CCc1nnc(NC(=O)CSc2nc3c(c(=O)n2C)SC(C)C3)s1 (stereo not drawn)	-6	1.8
CSc1oc(-c2ccccc2)nc1S(=O)(=O)c1ccc(C)cc1	-19	-0.53
Cc1cc(C(F)(F)F)n2nc(C(=O)O)c(Cl)c2n1	-2	-0.19
COC(=O)c1ccc(CN2C(=O)c3ccccc3S2(=O)=O)cc1	-3	-0.031
CCOC(=O)c1sc(C)c2c(=O)n(CCCN3CCOCC3)cnc12	7	0.00097
CCC(=O)Nc1nc(C)c(Oc2ccccc2)c(=O)[nH]1	1	0.56
CCN(CC)S(=O)(=O)c1cccc(-c2nnc(SCCOc3ccccc3C)o2)c1	-24	-0.072&0.84
CCSC1=C(C#N)C(c2ccccc2OC)CC(=O)N1 (stereo not drawn)	-4	0.57
CC(C)(C)c1ccc(S(=O)(=O)N2CCN(CCC#N)CC2)cc1	2	0.33
COc1ccc(N2CCN(C(=O)CC3NC4CCCCC4NC3=O)CC2)cc1 (stereo not drawn)	4	0.84
O=c1nc2n(c3c1oc1ccccc13)Cc1ccccc1-2	-2	0.2
O=C(c1ccccc1)N(CCN1CCOCC1)C1(C(=O)Nc2ccccc2)CCCCC1	4	-0.75
COc1cccc(C(=O)NCc2cccnc2)c1	9	-1.3
COC(=O)C1CCN(c2cc(=O)n(-c3ccccc3Cl)c(=O)[nH]2)CC1	-1	0.32
O=C(CCCc1ccccc1)NCc1cccnc1	7	0.55
CC(NC(=O)c1ccc2c(c1)OCO2)C1CCCO1 (stereo not drawn)	2	0.56
CCCCC(C(=O)O)C(C)CC(=O)Nc1cccc(C(=O)O)c1 (stereo not drawn)	-2	-0.71
C=CCN(C(=O)CCC(=O)Nc1cc(C)on1)C(C(=O)NC(C)(C)C)c1cccc(OC)c1OC (stereo not drawn)	0	0.39
O=C(NC(=O)c1ccc(Cl)c(Cl)c1)OC1CCS(=O)(=O)C1 (stereo not drawn)	-1	0.023
C(#Cc1ccc(C#CCN2CCOCC2)cc1)CN1CCOCC1	0	1.8
COc1cccc(NC(=O)n2nc(N)cc2-c2ccc(Cl)cc2)c1	10	1.9
Cn1c(SCC(=O)Nc2ccccc2F)nnc1-c1cccnc1	8	-0.41
CC1CC(C)CN(S(=O)(=O)c2ccc(C(=O)NCCCn3ccnc3)cc2)C1 (stereo not drawn)	-6	-0.72
COc1ccc(S(=O)(=O)Nc2ccccc2C(=O)NC(C)C)cc1OC	-2	0.34
CCOc1ccc(CCNS(=O)(=O)c2cnc[nH]2)cc1OCC	2	-0.58
COc1ccccc1-n1c(SCC(=O)Nc2ccc(F)cc2)nc2c(c1=O)SCC2	0	1.4
Cc1noc(C)c1COC(=O)c1cccc(S(=O)(=O)N2CCCCCC2)c1	-14	0.77
COc1ccc(S(=O)(=O)N2CCC(n3cnc4cc(C(F)(F)F)ccc43)CC2)cc1	-1	1.6
CC1(C)Cc2ccccc2C(=NCCCC(=O)O)N1	2	-0.11
CCOC(=O)c1c(C)oc2ccc(OC(=O)N3CCOCC3)cc12	5	2.6
COc1ccc(CCN(Cc2cc3cc(C)ccc3[nH]c2=O)C(=O)N2CCCC2)cc1OC	6	0.77
Cn1cnnc1SCc1ccc(C(=O)n2ncc(C#N)c2N)cc1	-1	0.68
Cc1nn(C)cc1C1C2=C(CC(C)(C)CC2=O)OC2=C1C(=O)CC(C)(C)C2	-11	-0.072
CC(C)c1cc(NCCCN2CCOCC2)n2c(nc3ccccc32)c1C#N	-11	-0.013
Cc1ccc(N(C(=O)CCC(=O)Nc2cc(C)on2)C(C(=O)NC2CCCC2)c2ccncc2)cc1 (stereo not drawn)	3	0.016
Cc1cc(Cl)cc(C)c1OCC(=O)O	-15	-1.1

Later entries
SMILES	E coli WT exp	DAT uptake mod
Cc1nc2sc(C(c3ccco3)N3CCC(C)CC3)c(O)n2n1 (stereo not drawn)	8	1.6
CC1(C)NC(=O)N(CCCSc2ccc(Cl)cc2)C1=O	-1	1.2
Cc1cc(C)n(CC(=O)n2c3ccccc3c3ccccc32)n1	3	-0.73
CCOC(=O)C1CCCN(C(=O)c2ccc(CNc3c(N4CCC(C)CC4)c(=O)c3=O)cc2)C1 (stereo not drawn)	6	-0.7
NC(=O)c1cc(Cc2ccccc2)sc1NC(=O)c1ccco1	0	-0.72
O=C(CCCc1nc(-c2ccccc2)no1)NCc1cccnc1	-2	1.1
COc1ccc2cc(CN(C(=O)Nc3ccccc3)C3CCCC3)c(=O)[nH]c2c1	4	2.2
COc1ccc(/C(O)=C2/C(=O)C(=O)N(c3ncccn3)C2c2ccc(OC)c(OC)c2)cc1 (stereo not drawn)	6	-0.45
CC(CCc1ccco1)NC(=O)Cn1ncc2c(=O)oc3ccccc3c21 (stereo not drawn)	-6	-0.023
c1ccc(Nc2c3c(nc4ncnn24)CCC3)cc1	-8	0.18
COc1ccc(C(C)=O)cc1COC(=O)c1ccc(S(=O)(=O)N2CCOCC2)cc1	-2	0.54
CC1(C)OC(=O)N(CCc2ccccc2)C1(C)O (stereo not drawn)	3	-0.053
O=C1CCC(=O)N1CNc1cccnc1	7	0.22
O=C(NC(c1ccccc1)c1ccccc1)N1CCN(CCO)CC1	7	-0.37
COc1ccc(N2CCN(Cc3cc(=O)oc4cc(C)c(Cl)cc34)CC2)cc1	-2	-1.5

Another view of some results above.
molecule,E coli WT exp,DAT uptake mod
O=C1CCC(=O)N1CNc1cccnc1,7,0.22
O=C(NC(c1ccccc1)c1ccccc1)N1CCN(CCO)CC1,7,-0.37
CC(CCc1ccco1)NC(=O)Cn1ncc2c(=O)oc3ccccc3c21 (stereo not drawn),-6,-0.023
COc1ccc(/C(O)=C2/C(=O)C(=O)N(c3ncccn3)C2c2ccc(OC)c(OC)c2)cc1 (stereo not drawn),6,-0.45
Cc1nc2sc(C(c3ccco3)N3CCC(C)CC3)c(O)n2n1 (stereo not drawn),8,1.6

Following part
SMILES	E coli WT exp	DAT uptake mod
CS(=O)(=O)C1=C(O)C(=O)N(c2ccccc2)C1c1ccccc1 (stereo not drawn)	2	-0.57
CCOc1ccccc1NC(=O)CSc1nc2c(c(=O)n1C)SC(C)C2 (stereo not drawn)	2	-1.1
COc1cc2c(cc1OC)C(C)N(C(=O)CCN1C(=O)C3C4C=CC(C4)C3C1=O)CC2 (stereo not drawn)	-18	0.15
CC(C)n1c(C(O)c2ccc3c(c2)OCO3)nc2ccccc21 (stereo not drawn)	5	-0.75
CC(C)N1CCc2c(sc(NC(=O)c3ccc(S(=O)(=O)N4CCOCC4)cc3)c2C(N)=O)C1	-9	-0.22&1.1
CCN1CCCC1CNS(=O)(=O)c1cc(Br)cc2c1N(C(=O)C1CC1)CC2 (stereo not drawn)	4	-0.059
O=C(CCS(=O)(=O)c1ccc(Br)cc1)N1CCN(c2ccccc2F)CC1	-22	0.32
CCC(C)(C)n1nnnc1C(c1cc2cc(C)cc(C)c2[nH]c1=O)N1CCCC1 (stereo not drawn)	-3	0.013
CCOC(=O)CSc1nnc(CNc2ccc(Cl)cc2)n1-c1ccccc1	4	0.16
CCN1CCN(C(c2cccs2)C(C)NC(=O)c2ccccc2OC)CC1 (stereo not drawn)	7	0.46
CC(=O)Nc1ccc(S(=O)(=O)N2CCN(C(=O)CCC3CCCC3)CC2)cc1	-3	0.85
CC(=O)N1CCc2cc(S(=O)(=O)NCCC(=O)Nc3ccc4c(c3)OCCO4)ccc21	-3	1.3
Cc1cc(-c2ccccc2)nc2cc(C(N)=O)nn12	6	-0.064
COC(=O)c1c(-c2ccc(C)cc2)csc1N	8	0.74
O=c1oc2c(CN3CCOCC3)c(O)ccc2c2c1CCCC2	2	0.03

Among those listed so far, these contain a tert-butyl group:
SMILES	E coli WT exp	DAT uptake mod
CC(C)(C)c1ccc(S(=O)(=O)N2CCN(CCC#N)CC2)cc1	2	0.33
C=CCN(C(=O)CCC(=O)Nc1cc(C)on1)C(C(=O)NC(C)(C)C)c1cccc(OC)c1OC (stereo not drawn)	0	0.39

Next part.
SMILES	E coli WT exp	DAT uptake mod
CCSc1nnc(Cn2c(=O)sc3ccccc32)n1C	2	-0.41
CCn1c(C)csc1=NC(=O)c1ccccc1O	12	0.5
Cc1cc(=O)[nH]c(SCc2cc(Cl)ccc2OC(F)F)n1	-11	-0.22
O=c1/c(=C/c2ccco2)sc2nc(-c3ccccc3Br)nn12	-12	0.15
Cn1c(SCC2CCCCC2)nnc1-c1ccncc1	8	-7.9*
COc1ccc(/C(O)=C2/C(=O)C(=O)N(Cc3cccnc3)C2c2ccccn2)cc1 (stereo not drawn)	6	0.35
CSc1oc(-c2ccco2)nc1S(=O)(=O)c1ccc(Br)cc1	-17	-0.45
COc1ccc(N2CCN(c3nc4ccccc4n3CC(=O)c3ccccc3)CC2)cc1	-13	-0.53
Cc1ccc(CN2CCSc3ccc(C(=O)N4CCN(c5ncccn5)CC4)cc32)cc1	-12	-1
COc1cc(C(c2sc3nc(C)nn3c2O)N2CCc3ccccc3C2)cc(OC)c1OC (stereo not drawn)	-3	1.8
CCc1nc2sc3ccccc3c(=O)c2c(=O)n1Cc1ccco1	3	-7.3*
O=C(NCc1ccccc1)N(Cc1cc2cc3c(cc2[nH]c1=O)OCO3)CC1CCCO1 (stereo not drawn)	-8	-1
CCOC(=O)N1CCN(C(=O)c2cnc(Nc3ccccc3OC)c3ccccc23)CC1	0	2.2
CCOC(=O)c1cnc(-n2nc(C)cc2C)nc1-n1nc(C)cc1C	2	-1.2
CCc1nccn1S(=O)(=O)c1ccc(Br)cc1Br	7	0.32

Records listed above shown as hits in DAT uptake mod:
| SMILES | DAT uptake mod |
| --- | --- |
| Cn1c(SCC2CCCCC2)nnc1-c1ccncc1 | -7.9* |
| CCc1nc2sc3ccccc3c(=O)c2c(=O)n1Cc1ccco1 | -7.3* |

Additional records follow:
SMILES	E coli WT exp	DAT uptake mod
CCc1nnc(NC(=O)CSc2nnc(-c3ccoc3C)n2CC(C)C)s1	-9	-0.1
COc1cc(CN(C)CCc2ccccn2)cc(OC)c1OC	-4	1.6
O=C(O)CC(Cc1ccc(Br)cc1)C(=O)O (stereo not drawn)	-2	-1.1
CCOc1ccc(NS(=O)(=O)c2ccc(NS(C)(=O)=O)cc2)cc1	8	-0.43
O=C(CN1C(=O)C2(OCCCO2)c2ccccc21)NCCc1ccccc1	-1	-0.92
O=C(Nc1ccc(-c2nc3cccnc3s2)cc1)c1ccco1	-10	0.096
OCC#CCSc1nnc(-c2ccncc2)o1	2	-0.0058
COc1ccc(NC(=O)CNS(=O)(=O)c2cccs2)cc1	13	0.43
C=CCn1c(SCC(=O)N2CCN(c3ccc(F)cc3)CC2)nnc1-c1ccco1	-4	0.46
COc1ccc(C)cc1NC(=O)C1CCCN1C(=O)OCc1ccccc1 (stereo not drawn)	-6	0.42
COc1cc2c(cc1OC)CN(Cc1ccc(OC)c(C)c1OC)CC2	-7	-1.2
O=C(CCNS(=O)(=O)c1cccc2nsnc12)NCCc1ccccc1	5	0.21
N#Cc1cnc(Nc2nc3ccccc3o2)nc1-c1ccccc1	-14	-0.84
CCSc1nnc(NC(=O)NCC(F)(F)F)s1	11	0.053
COc1ccc(-c2nnc(SCc3ccccc3F)o2)cc1OC	-9	-1
Cc1ccc(C(c2nnnn2Cc2cccs2)N2CCN(Cc3ccc4c(c3)OCO4)CC2)cc1 (stereo not drawn)	-1	0.12
